Source: PubChem (National Center for Advancing Translational Sciences (NCATS))
NTMT1 inh = inhibitors of human N-terminal methyltransferase NTMT1 | NTMT1 MTase-Glo SAH luminescence, purified enzyme | Q9BV86 | hit rate 2.5% among 59,000 | Potency, µM (titrated, usually from 114 µM), without a hit: top-dose activity change, negative = inhibition, usual class: inhibitors;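 note: plate controls were DMSO vehicle for no effect and no enzyme for full effect; nearly all actives have a fitted effect of over 65% in size; many of its hits are not listed in these tables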
Target sequence (Q9BV86 whole entry, looked up): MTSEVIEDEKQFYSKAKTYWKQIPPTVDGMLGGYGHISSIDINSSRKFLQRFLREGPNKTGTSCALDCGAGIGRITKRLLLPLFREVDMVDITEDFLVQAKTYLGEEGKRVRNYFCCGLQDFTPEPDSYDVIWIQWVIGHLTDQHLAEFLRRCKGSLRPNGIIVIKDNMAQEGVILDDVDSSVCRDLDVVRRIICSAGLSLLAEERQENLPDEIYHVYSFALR
FH mod = Identification of activators of human fumarate hydratase by quantitative high-throughput screening | Fumarate hydratase, mitochondrial (Homo sapiens), P07954 | Potency, µM (highest dose often 79.9 µM), without a hit: at the top dose activity change, negative = inhibition, hits mostly inhibitors | FH coupled MDH/diaphorase resazurin fluorescence, 15 min | hit rate 0.22% among 54,000 | AID 1347055, 2019; note: the screen sought activators but most active calls are inhibition curves; nearly all actives have a fitted effect of over 45% in size
Target sequence (P07954 whole entry, looked up): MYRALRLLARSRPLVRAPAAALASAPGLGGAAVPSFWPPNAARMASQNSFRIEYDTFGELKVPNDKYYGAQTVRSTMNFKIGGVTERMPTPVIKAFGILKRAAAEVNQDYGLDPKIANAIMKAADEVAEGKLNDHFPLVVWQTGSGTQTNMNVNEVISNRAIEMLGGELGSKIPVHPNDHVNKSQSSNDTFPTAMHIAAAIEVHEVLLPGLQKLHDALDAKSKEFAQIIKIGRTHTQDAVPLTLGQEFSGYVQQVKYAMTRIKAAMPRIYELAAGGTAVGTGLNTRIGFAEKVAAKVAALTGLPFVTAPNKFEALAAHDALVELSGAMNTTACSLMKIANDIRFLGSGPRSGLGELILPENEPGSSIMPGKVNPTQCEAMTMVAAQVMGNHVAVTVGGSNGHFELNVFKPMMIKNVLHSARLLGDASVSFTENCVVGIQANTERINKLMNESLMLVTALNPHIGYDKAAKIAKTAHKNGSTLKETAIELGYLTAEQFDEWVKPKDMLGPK
* marks the source's active call; other numbers are inactive results; ? = inconclusive; & = joins results of further samples; ! = not confirmed by another sample; [ ] = another dose, or the depositor's remark. Calls come from the whole dose curve; as a rule, active = well fitted curve in the direction sought with a large enough effect; inconclusive = small, poorly fitted or top-dose-only effect, or another doubt; inactive = no such curve, though single readings can be large; an effect the other way counts as inactive or inconclusive. Unless noted, % is set by controls: 0 for no effect and ±100 for the full control effect; potency is the fitted concentration of half-maximal effect. These rows are one share of the data; rates above refer to the full screens.

SMILES | NTMT1 inh | FH mod
C(#Cc1nc2ncccc2nc1OCCN1CCCC1)c1ccccc1 | ? | -2%
CC(=O)OC1CC(=O)C2(C)C3CC4=C(OC(C)CC4=O)OC3(C)CCC2C1(C)C (stereo not given) | -17%[29.8 µM] | 0%[53.3 µM]
O=C(Nc1ccc(Cl)cc1)Nc1ccc(Cl)c(Cl)c1 | 36%[activator][57.5 µM] | -3%[53.3 µM]
C=C(C)C(=O)O[C@H]1[C@H]2C(=C)C(=O)O[C@@H]2C[C@@H](C)/C=C\C(=O)[C@](C)(O)[C@@H]1OC(C)=O | 12%[29.8 µM] | 0%[53.3 µM]
CC1C2=CC(=O)OC2(O)CC2C1CCC1C(C)(C)CCC(O)C21C (stereo not given) | 11%[29.8 µM] | -1%[53.3 µM]
CC1(C(=O)O)CCCC2(C)C3CCC4CC3(CCC12)CC4(O)CO (stereo not given) | -8%[29.8 µM] | 1%[53.3 µM]
COc1ccc(C2=CC(=O)OC2Cc2ccc(O)cc2)c(O)c1 (stereo not given) | -4%[29.8 µM] | -1%[53.3 µM]
CC(=O)CC(c1ccc([N+](=O)[O-])cc1)c1c(O)c2ccccc2oc1=O (stereo not given) | 24%[57.5 µM] | 2%[53.3 µM]
Nc1ncn([C@H]2C[C@H](O)[C@@H](CO)O2)c(=O)n1 | -1% | -1%&6%[53.3 µM]
Cc1ccc(S(=O)(=O)Cc2nc(-c3ccc(C(=O)NCc4cccnc4)cc3)oc2C)cc1 | -6%[57.5 µM] | 1%
COc1cc([C@@H]2Oc3c(OC)cc(CCCO)cc3[C@@H]2CO[C@@H]2O[C@H](CO)[C@@H](O)[C@H](O)[C@H]2O)ccc1O | -7%[29.8 µM] | 3%[53.3 µM]
O=C(O)CN(CCN(CC(=O)O)CC(=O)O)CCN(CC(=O)O)CC(=O)O | 61%[activator][29.8 µM] | -8%[53.3 µM]
C/C1=C\CCC2=CC(OC2=O)C(C)(C)/C=C/C1=O (stereo not given) | -3%[57.5 µM] | 4%
O=C(O)C[C@H]1CCC(=O)[C@@H]1C/C=C\CCOC1OC(CO)C(O)C(O)C1O (stereo not given in full) | -8%[29.8 µM] | -1%[53.3 µM]
CCOC(=O)[C@H](CCc1ccccc1)N[C@@H](C)C(=O)N1Cc2cc(OC)c(OC)cc2C[C@H]1C(=O)O | ? | -2%[53.3 µM]
C[C@@H]1O[C@@H](O[C@H]2[C@H](O[C@H]3[C@H](O[C@H]4CC[C@@]5(C)C(CC[C@]6(C)C5CC=C5[C@@H]7CC(C)(C)C[C@@H](O)[C@]7(C)CC[C@]56C)[C@@]4(C)CO)O[C@H](C(=O)O)[C@@H](O)[C@@H]3O)OC[C@H](O)[C@@H]2O)[C@H](O)[C@H](O)[C@H]1O (stereo not given in full) | 6%[12.6 µM] | 2%[20.6 µM]
O=C(OOC(=O)c1ccccc1)c1ccccc1 | -19%[57.5 µM] | 1%[53.3 µM]
CC1CC(O)C2(C)C(C(=O)O)=CCCC2C1(C)CCc1ccoc1 (stereo not given) | 22%[29.8 µM] | 2%[53.3 µM]
C/C1=C/CCC2=CC(OC2=O)C(C)(C)/C=C/C1=O (stereo not given) | 2%[57.5 µM] | 8%
CCOC(=O)[C@H]1O[C@H]1C(=O)N[C@@H](CC(C)C)C(=O)NCCC(C)C | -16%[57.5 µM] | 3%[53.3 µM]
CC1(C)C[C@@H]2[C@H](C1)[C@@]1(C)C[C@]13C(O)OC[C@]3(O)[C@H]2O (stereo not given in full) | -3%[57.5 µM] | 0%
COc1ccc(C[C@@H](C)[C@@H](C)Cc2ccc(OC)c(OC)c2)cc1OC | 11% | -10%[53.3 µM]
CC(C)C[C@H](NC(=O)[C@H](Cc1ccccc1)NC(=O)c1cnccn1)B(O)O | 16% | 3%
CN[C@H](CC(C)C)C(=O)N[C@H]1C(=O)N[C@@H](CC(N)=O)C(=O)N[C@H]2C(=O)N[C@H]3C(=O)N[C@H](C(=O)N[C@H](C(=O)O)c4cc(O)cc(O)c4-c4cc3ccc4O)[C@H](O[C@H]3C[C@](C)(N)[C@@H](O)[C@H](C)O3)c3ccc(c(Cl)c3)Oc3cc2cc(c3O[C@@H]2O[C@H](CO)[C@@H](O)[C@H](O)[C@H]2O[C@H]2C[C@](C)(NCc3ccc(-c4ccc(Cl)cc4)cc3)[C@@H](O)[C@H](C)O2)Oc2ccc(cc2Cl)[C@H]1O | ? | 13%[20.6 µM]
O=C1NC(=O)/C(=C/c2ccc3nccc(-c4ccncc4)c3c2)S1 | ? | 32µM*
C=C1C(=O)OC2CC(C)C(CCC(C)=O)=CCC12 (stereo not given) | 10%[57.5 µM] | 4%
Cc1[nH]c(C)c(Cl)c(=O)c1Cl | 11%[29.8 µM] | 3%[20.6 µM]
Cc1cc(OCCCS(C)(=O)=O)cc(C)c1-c1cccc(COc2ccc3c(c2)OC[C@H]3CC(=O)O)c1 | 79µM*! | -20%[53.3 µM]
N=C(N)c1ccc(OCCCOc2ccc(C(=N)N)cc2)cc1 | -13%[57.5 µM] | -3%[53.3 µM]
CC(C)(O[C@@H]1O[C@H](CO)[C@@H](O)[C@H](O)[C@H]1O)C(OC(=O)/C=C\c1ccc(O)cc1)C(=O)OCc1ccc(O[C@@H]2O[C@H](CO)[C@@H](O)[C@H](O)[C@H]2O)cc1 (stereo not given in full) | -2%[12.6 µM] | 7%[20.6 µM]
CN(C)Cc1cccc(N=C(c2ccccc2)c2c(O)[nH]c3cc(C(=O)N(C)C)ccc23)c1 | ? | -5%[53.3 µM]
Cc1nc(Nc2ccc(F)cc2)nc(N2CCc3ccccc3C2C)c1C (stereo not given) | -1%[57.5 µM] | -6%
CC(=O)O[C@@H]1[C@H](O[C@@H]2OC[C@](O)(CO)[C@H]2O)[C@@H](O[C@@H]2O[C@@H](C)[C@H](O)[C@@H](O)[C@H]2O)[C@H](OC(=O)[C@]23CCC(C)(C)C[C@H]2C2=CCC4[C@@]5(C)C[C@H](O)[C@H](O[C@@H]6O[C@H](C(=O)O)[C@@H](O)[C@H](O)[C@H]6O)[C@@](C)(C(=O)O)C5CC[C@@]4(C)[C@]2(C)CC3)O[C@@H]1C (stereo not given in full) | 18%[12.6 µM] | 6%[20.6 µM]
C[C@H](O)C(O)(C(=O)OCc1ccccc1NC(=O)CCC(N)C(=O)O)[C@H](C)O (stereo not given in full) | 0%[29.8 µM] | 9%[53.3 µM]
COC1=CC(=O)O[C@@H](/C=C/c2ccccc2)[C@@H]1O | 18%[57.5 µM] | 10%
COC(=O)c1cc(Cl)ccc1NS(=O)(=O)C(F)(F)F | ? | -8%[53.3 µM]
NS(=O)(=O)c1ccc(Nc2nc(OCC3CCCCC3)c3[nH]cnc3n2)cc1 | ? | ?
C[C@@H]1CC[C@]2(C(=O)O)CC[C@]3(C)C(=CCC4[C@@]5(C)CC[C@H](O)[C@](C)(C(=O)O)C5CC[C@]43C)C2[C@]1(C)O (stereo not given in full) | 11%[29.8 µM] | 3%[53.3 µM]
NC(=O)c1cccc(N)c1 | -5% | -6%&0%[53.3 µM]
Cc1cc(=O)[nH]c(=S)[nH]1 | ? | -9%[53.3 µM]
CC(Cc1ccccc1)(NC(=O)CN)c1ccccc1 (stereo not given) | -11%[57.5 µM] | 2%[53.3 µM]
CC[C@@](C)(Nc1ccnc(-c2c[nH]c3ncccc23)n1)C(=O)NCC(F)(F)F | ? | -3%
CS(=O)(=O)c1ccc(C(=O)Nc2ccc(Cl)c(-c3ccccn3)c2)c(Cl)c1 | 10% | 5%
N[C@@H](Cn1ccc(=O)c(O)c1)C(=O)O | -1%[6.45 µM] | 2%[6.31 µM]
O=C(CCO[C@@H]1O[C@H](CO)[C@@H](O)[C@H](O)[C@H]1O)c1ccc(O)cc1 | 1%[29.8 µM] | 5%[53.3 µM]
CC(=O)O[C@H]1CC(C)(C)CC2[C@]13CO[C@@]21CCC2[C@@]4(C)CC[C@H](O[C@@H]5OC[C@H](O[C@@H]6O[C@H](CO)[C@@H](O)[C@H](O)[C@H]6O[C@@H]6OC[C@@H](O)[C@H](O)[C@H]6O)[C@H](O)[C@H]5O[C@@H]5O[C@H](CO)[C@@H](O)[C@H](O)[C@H]5O)[C@@](C)(CO)C4CC[C@@]2(C)[C@]1(C)C[C@H]3O (stereo not given in full) | 11%[12.6 µM] | -2%[20.6 µM]
O=c1[nH]ccc2nc(-c3ccc(CN4CCC(c5nc(-c6ccccn6)n[nH]5)CC4)cc3)c(-c3ccccc3)cc12 | 27%[57.5 µM] | ?
COc1cc(/C=C/C(=O)O[C@H]2C[C@@H]3C(C(=O)O)=CO[C@@H](O[C@@H]4O[C@H](CO)[C@@H](O)[C@H](O)[C@H]4O)[C@@H]3[C@H]2C)ccc1O | 0%[29.8 µM] | -1%[53.3 µM]
CC(=O)O[C@@H]1CC[C@@]2(C)C(CC[C@]3(C)C2[C@H](O)C=C2[C@H]4[C@@H](C)[C@H](C)CC[C@]4(C)CC[C@]23C)[C@@]1(C)C(=O)O (stereo not given in full) | -8%[29.8 µM] | ?
CC(=O)[C@]1(O)Cc2c(O)c3c(c(O)c2[C@@H](O[C@H]2C[C@H](N)[C@H](O)[C@H](C)O2)C1)C(=O)c1ccccc1C3=O | ? | ?
C=C1CC[C@@H]2[C@](C)(CO)[C@H](O)CC[C@@]2(C)[C@@H]1CC(=O)C1=CCOC1=O | 18%[29.8 µM] | 5%[53.3 µM]
CCn1ccnc1CC1COc2ccccc2O1 (stereo not given) | 13%[57.5 µM] | -4%&0%[53.3 µM]
Cc1cc(C(=O)Nc2nc3cccc(Cl)c3n2C2CCCCN(C(=O)/C=C/CN(C)C)C2)ccn1 (stereo not given) | ? | 22%
CC1CCCC(O)CCC/C=C/c2cc(OS(=O)(=O)O)cc(O)c2C(=O)O1 (stereo not given) | 13µM* | -1%[53.3 µM]
O=C(O)C1=CC(O)C(O)[C@H](O)C1 (stereo not given in full) | ? | 13%[53.3 µM]
c1ccc2c(Cc3c[nH]c4ccccc34)c[nH]c2c1 | -9% | -10%[53.3 µM]
C=C1[C@H](OC(C)=O)[C@H]2[C@@H](OC(C)=O)[C@](C)(OC(C)=O)C[C@]2(OC(C)=O)C(=O)[C@H](C)/C=C/C(C)(C)C(=O)[C@H](OC(=O)C(C)C)[C@H]1OC(C)=O | 6%[12.6 µM] | 0%[20.6 µM]
[N-]=[N+]=N[C@]1(CO)O[C@@H](n2ccc(N)nc2=O)[C@@H](O)[C@@H]1O | 1% | -1%
Cc1ccc2nc(NC(=O)CSc3nc4c(c(=O)n3-c3ccccc3)SCC4)sc2c1 | 1% | 22%
C1=CC2C3C=CC(C3)C2C1 (stereo not given) | 43%[activator] | -1%

Record cards, from the list above.
`CC(=O)[C@]1(O)Cc2c(O)c3c(c(O)c2[C@@H](O[C@H]2C[C@H](N)[C@H](O)[C@H](C)O2)C1)C(=O)c1ccccc1C3=O` across the screens: NTMT1 inh = ?; FH mod = ?
`c1ccc2c(Cc3c[nH]c4ccccc34)c[nH]c2c1` across the screens: NTMT1 inh = -9%; FH mod = -10%[53.3 µM]

The listing picks up, repeating the 6 entries before the break.
SMILES | NTMT1 inh | FH mod
O=C(O)C1=CC(O)C(O)[C@H](O)C1 (stereo not given in full) | ? | 13%[53.3 µM]
c1ccc2c(Cc3c[nH]c4ccccc34)c[nH]c2c1 | -9% | -10%[53.3 µM]
C=C1[C@H](OC(C)=O)[C@H]2[C@@H](OC(C)=O)[C@](C)(OC(C)=O)C[C@]2(OC(C)=O)C(=O)[C@H](C)/C=C/C(C)(C)C(=O)[C@H](OC(=O)C(C)C)[C@H]1OC(C)=O | 6%[12.6 µM] | 0%[20.6 µM]
[N-]=[N+]=N[C@]1(CO)O[C@@H](n2ccc(N)nc2=O)[C@@H](O)[C@@H]1O | 1% | -1%
Cc1ccc2nc(NC(=O)CSc3nc4c(c(=O)n3-c3ccccc3)SCC4)sc2c1 | 1% | 22%
C1=CC2C3C=CC(C3)C2C1 (stereo not given) | 43%[activator] | -1%
NCC(=O)O | ? | -2%[20.6 µM]
CC1=C2C3OC(=O)C(C)C3(O)CCC2(C)CCC1 (stereo not given) | 7%[57.5 µM] | -1%
CC(C)(Oc1ccc(Cl)cc1)C(=O)O | -9%[57.5 µM] | 0%[53.3 µM]
COc1ccc2c(c1)OC[C@]1(O)c3cc4c(cc3O[C@H]21)OCO4 | 15%[29.8 µM] | -4%[53.3 µM]
CC(C)(O)c1cc2nc(-c3cnc(N)nc3)nc(N3CCOCC3)c2s1 | -1%&4%[57.5 µM] | -12%
CCOc1cc(OCC)c(C(=O)CCC(=O)O)cc1OCC | -21%[57.5 µM] | -1%[53.3 µM]
CC(C)c1nc(CN(C)C(=O)N[C@H](C(=O)N[C@@H](Cc2ccccc2)C[C@H](O)[C@H](Cc2ccccc2)NC(=O)OCc2cncs2)C(C)C)cs1 | 0%&38%&5%[57.5 µM] | 4%
CO[C@@]1(NC(=O)CSCC#N)C(=O)N2C(C(=O)O)=C(CSc3nnnn3C)CS[C@@H]21 | 14µM* | 3%&-22%[53.3 µM]
